PGC1a acetyl inh: inhibitors of PGC1a acetylation signal, primary screen, cell-based, U2OS, AlphaScreen, inhibitor mode | inhibition, % at 15.6 µM | AlphaScreen anti-acetyl-lysine; with virally co-expressed GCN5 acetyltransferase | actives 0.17% (n = 350,000);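 active means every replicate shows inhibition of at least 40%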;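 further: 0% = neutral control wells and 100% = positive control wells; some results beyond the cut were filed as inactive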
PAX8 reporter: inhibitors of PAX8-driven TPO luciferase reporter, primary screen, RMG-I cells, single concentration | SteadyGlo, 24 h | inhibition, % at 12.6 µM | actives 1.2% (n = 360,000) | AID 652154, 2013;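 active means mean replicate inhibition at least 60% with every replicate also reaching 60%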;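 further: luciferase light reporting Pax8 driven TPO promoter activity; plate controls were median of neutral control wells for no effect and mitoxantrone controls for full effect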
LGR2 antag: inhibitors of bursicon-induced LGR2 CRE-luciferase signal, primary screen, cell-based, HEK293, CRE-luciferase reporter, bursicon stimulation; actives 0.35% (n = 380,000); bursicon-stimulated, 4 h; inhibition, % at 9.99 µM;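 active means drop in luminescence signal, shown as inhibition above about 50% in the replicate tests, limit read from the data, passing the limit was not always enough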;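 further: agonist challenge used bursicon conditioned medium at about half maximal strength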
ARNT-TACC3 inh: disruptors of ARNT/TACC3 protein interaction, primary screen, biochemical, AlphaScreen, single concentration. Transforming acidic coiled-coil-containing protein 3 (Homo sapiens), Q9Y6A5. AlphaScreen His-ARNT PAS-B/GST-TACC3 binding, luminescence; TACC3 fragment carries E629A point mutation. inhibition, % at 9.99 µM. actives 0.66% (n = 390,000);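 active means mean inhibition of replicates at least 50% and at least half of replicates each reaching 50%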;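 further: 0% = complete ARNT plus TACC3 wells and 100% = ARNT alone without TACC3; many hits fall short of the cut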
Cneo AK release: Cryptococcus neoformans cell lysis inducers, primary screen, AK release luminescence, single concentration | actives 0.2% (n = 360,000) | C. neoformans lysis, adenylate kinase release luminescence, 4 h; normalised: neutral wells 0, clomiphene wells 100 | AID 651654, 2012 | lysis activity, % at 15 µM;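 active means mean lysis activity across replicates of at least 80%, whatever share of replicates individually reach that level; inactive means mean lysis activity below 80%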
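Assay system: Cryptococcus neoformans yeast cells / Dosing: single-point compound dose / Timing: 4 h at 37 °C static, read 1 h later / Measured by: luminescence of released adenylate kinase using an AK detection reagent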
C2C12 statin: suppressors of statin myotoxicity in C2C12 myotubes, primary screen, cell-based, single point, plate reader. C2C12 myotubes + simvastatin, ATP luminescence, 48 h; scaled: DMSO 0, geranylgeraniol control 100. AID 602340, 2012. rescue of ATP level, % at 7.49 µM. actives 0.78% (n = 330,000);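 active means mean ATP rescue above about 67%, or every replicate alone reaching that limit, limit read from the data, passing the limit was not always enough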;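 further: myotubes were challenged with 10 µM simvastatin during compound exposure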
PglD inh: C. jejuni PglD acetyltransferase inhibitors, primary screen, biochemical, DTNB colorimetric, single point | inhibition, % at 12.5 µM | UDP-N-acetylbacillosamine N-acetyltransferase PglD (Campylobacter jejuni) | actives 0.098% (n = 360,000) | purified PglD enzyme, DTNB colorimetric CoA detection; in the data active means inhibition above about 16%, passing the limit was not always enough; further: strong numbers were not always called active
GSIS activator: GLuc luminescence reporter in INS-1E cells, primary screen for activators of glucose-dependent secretion of insulin | INS-1E GLuc reporter insulin secretion, 2-3 h | activation, % at 16.6 µM | actives 0.61% (n = 370,000);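 active means lowest replicate activation of at least 40%, so every replicate reaches that level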;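 further: 0% = median of neutral control wells and 100% = median of IBMX positive control wells; some compounds called inactive have numbers as strong as hits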
* hit, by the source's call; · = not tested or not shown; & = joins results of further samples.

item	structure	PGC1a acetyl inh	PAX8 reporter	LGR2 antag	ARNT-TACC3 inh	Cneo AK release	C2C12 statin	PglD inh	GSIS activator
1	C[C@@H]1CN([C@H](C)CO)C(=O)c2cc(N(C)C)ccc2O[C@@H](C)CCCCO[C@@H]1CN(C)CC1CCCCC1	-4	-10	9	3	0	-10	0	-24
2	CCOc1ccc(C(=O)N2CCN(CCc3ccccc3)CC2)cc1OCC	-3	9	19	-2	1	-16	2	-1
3	CCc1c(O)cc2n(c1=O)-c1ccccc1C2(C)C	-1	·	·	12	2	·	-1	·
4	O=C(CNC(=O)c1ccc(Cl)cc1)OCCN1C(=O)c2ccccc2C1=O	6	-8	3	2	0	4	-3	7
5	CCNc1nc(NCC)n2c(SCC(=O)N(CC)C3CCCCC3)nnc2n1	·	1	-16	-1	·	·	·	74*
6	COc1cc(C)nc(N(Cc2ccccc2)S(=O)(=O)c2ccc(C)cc2)n1	-35	1	16	-37	·	-10	·	2
7	CC1(C)CC2CC(C)(CN2C(=O)CN2C(=O)c3ccccc3C2=O)C1 (stereo not drawn)	-10	·	·	-5	-8	-4	-10	·
8	Cc1cccc(OCCSc2nc3c([nH]2)c(=N)ncn3Cc2ccccc2)c1	-8	·	·	-1	0	57	-1	·
9	COCCCNC(=O)CCC(=O)Nc1ccc2nc(N3CCOCC3)cc(C)c2c1	3	·	·	-1	2	-4	5	·
10	Nc1ccc(NC(=O)c2ccccc2)c2c1C(=O)c1ccccc1C2=O	3	24	·	-9	-1	-7	4	·
11	CCOC(=O)N1CCN(C(=O)C2CCC(=O)N2C(C)C)CC1 (stereo not drawn)	-28	·	9	1	-2	-8	1	2
12	O=[N+]([O-])c1ccc(CN2CC(N3CCC(Cc4ccccc4)CC3)CS2(=O)=O)cc1 (stereo not drawn)	-4	7	-4	·	0	3	-1	-42
13	CCCC(NCC(=O)Nc1ccccc1C(=O)NC1CC1)c1ccccc1 (stereo not drawn)	·	14	-21	-2	-4	9	-2	-22
14	Cc1noc(C)c1NC(=O)N[C@@H]1CC[C@H](CCNC(=O)C2CCC2)O[C@@H]1CO	6	-10	8	7	0	4	3	13
15	c1ccc(NCCCNc2ccccc2)cc1	2	·	·	1	-2	57	2	·
16	COC(=O)c1ccccc1NC(=O)c1ccc2c(c1)OCCO2	-7	·	·	·	-2	-5	-1	·
17	O=C(Nc1cccc(Cl)c1)N1CCN(C2c3ccccc3-c3ccccc32)CC1	·	2	-3	4	·	·	·	-7
18	CCN1C(=C(C#N)C#N)C=Cc2ccccc21	·	17	-16	-3	0	2	-1	1
19	COc1cccc(/C(N)=N/OC(=O)Cc2ccccc2[N+](=O)[O-])c1	-4	-46	-77	-4	-1	·	1	21
20	NC(=O)C1=C[C@@H](c2ccccc2)C[C@@H](OCCCCO)O1	-3	2	5	-2	-2	14	-2	3

Brought forward from above: two entries; new compounds follow.
item	structure	PGC1a acetyl inh	PAX8 reporter	LGR2 antag	ARNT-TACC3 inh	Cneo AK release	C2C12 statin	PglD inh	GSIS activator
19	COc1cccc(/C(N)=N/OC(=O)Cc2ccccc2[N+](=O)[O-])c1	-4	-46	-77	-4	-1	·	1	21
20	NC(=O)C1=C[C@@H](c2ccccc2)C[C@@H](OCCCCO)O1	-3	2	5	-2	-2	14	-2	3
21	COc1cccc(S(=O)(=O)N[C@@H]2CC[C@H](CC(=O)NCc3ccc(Cl)cc3)O[C@@H]2CO)c1	-1	23	-5	-10	11	4	-4	-5
22	Cc1noc(C)c1NC(=O)Nc1ccc2c(c1)C(=O)N([C@H](C)CO)C[C@@H](C)[C@@H](CN(C)S(=O)(=O)c1cn(C)cn1)OCCCC[C@H](C)O2	6	13&2	-4&-6	-1	0&52	-8	-2&-1	-1&4
23	CCCCC(CC)C1OCC(CN2CCCC2)O1 (stereo not drawn)	-8	-6	·	-13	-1	-7	2	·
24	C(=N\N=C\c1cccs1)/c1cccs1	·	-188	-36	3	·	·	·	-24
25	COc1cccc(C(=O)Nc2ccc3c(c2)OC[C@@H](C)N(C(=O)C2CCCCC2)C[C@@H](C)[C@H](OC)CN(C)C3=O)c1	1	·	11	9	-2	23	2	-19
26	COc1cccc(-c2cnc(C(O)c3cccc(CN4CCCCC4)c3)[nH]2)c1 (stereo not drawn)	14	24	-12	·	1	-10	-1	·
27	COc1ccc(-c2nc3scc(-c4ccccc4)n3n2)cc1	·	·	·	3	-1	·	-2	-8
28	CN1CCN(c2ccc(NC(=O)c3ccc(Cl)cc3)cn2)CC1	6	-1	-32	-5	·	·	·	10
29	C[C@@H]1CN([C@@H](C)CO)C(=O)c2cc(NS(=O)(=O)c3ccccc3)ccc2O[C@@H](C)CCCCO[C@@H]1CN(C)C	2	11	9	0	47	7	2	5
30	O=C1C2C3C=CC(C4CC34)C2C(=O)N1/N=C/c1ccc(-c2ccc(F)cc2[N+](=O)[O-])o1 (stereo not drawn)	·	25	·	-8	8	-12	-1	·
31	O=C(CN1C(=O)/C(=C/c2cccc(Br)c2)SC1=S)N1CCCC1	·	-35	3	-7	·	·	·	3
32	CC1(C(=O)NS(=O)(=O)C2CC2)CCN(C(=O)COc2ccc(Cl)cc2Cl)C1 (stereo not drawn)	8	6	10	·	6	8	1	0
33	COc1ccc2nc(-c3ccco3)c(-c3ccco3)nc2c1	-2	·	-8	22	2	46	3	-57
34	COc1cc(/C=C2\N=C(C)OC2=O)cc(Cl)c1OC(C)=O	·	-10	-6	-9	4	1	9	28
35	COc1cccc(N(CC(=O)Nc2ccccc2C(=O)N2CCCC2)S(C)(=O)=O)c1	5	15	3	7	0	2	-6	10
36	O=C(NCc1ccccc1)/C(=C/c1ccc([N+](=O)[O-])cc1)NC(=O)c1ccco1	·	-18	-15	-3	2	12	-7	10
37	O=C(c1cccs1)N1CCc2ccccc2C1	1	-17	-16	-2	·	·	·	3
38	CNC[C@H]1OCCCC[C@@H](C)Oc2ccc(NC(=O)NC3CCCCC3)cc2C(=O)N([C@H](C)CO)C[C@H]1C	5	-7	2	1	0	8	3	-6
39	CC(C)(C)[S@@](=O)N1Cc2cc(C(=O)NCCc3ccncc3)nc(-c3cccc(-c4ccncc4)c3)c2[C@H]1CCO	7	4	-4	10	-8	-9	-2	-10
40	O=C(CN1CCOCC1)N[C@@H]1CC[C@H](CCNC(=O)C2CCCC2)O[C@@H]1CO	-5	-30	-15	·	-1	1	-4	13
41	C[C@H](NC(=O)C[C@@H]1C[C@H]2c3cc(NC(=O)NC4CCCC4)ccc3O[C@H]2[C@H](CO)O1)c1ccccc1	-3	18	-1	-16	1	0	0	30
42	CCCN1C[C@H](C)[C@H](OC)CN(C)C(=O)c2cc(NC(=O)NC3CCCCC3)ccc2OC[C@H]1C	·	-3	-43	3	-1	-7	1	9
43	CN1C(=O)c2cc(NC(=O)Cc3ccccc3)ccc2OC[C@@H]2O[C@@H](CC(=O)NCC3CC3)CC[C@@H]21	-1	-4	17	-6	-1	37	-1	-5
44	NS(=O)(=O)c1ccc(Nc2ccccc2)c([N+](=O)[O-])c1	·	3	16	-6	·	9	·	6
45	CC(C)Oc1ccc(CNS(=O)(=O)c2csc(C(N)=O)c2)cc1	-3	14	-3	4	·	-9	·	13
46	O=C1OCCC1=Cc1ccccc1	0	-8	-8	-3	·	-1	·	1
47	O=C(NCCNc1ccc([N+](=O)[O-])cc1Cl)c1ccccc1F	-5	47	39	-7	-2	-41	-10	13
48	Cc1ccccc1-c1ccc([C@H]2[C@@H](CO)N3CCCCN(C(=O)CN4CCOCC4)C[C@H]23)cc1	-1	-4	-7	-3	49	·	2	4
49	CCOC(=O)CNC(=O)C1Cc2ccccc2CN1S(=O)(=O)c1cccs1 (stereo not drawn)	-8	-15	19	-2	·	·	·	-5
50	Cc1ccc(-n2nnnc2SCC(=O)NC2CCS(=O)(=O)C2)c(C)c1 (stereo not drawn)	8	-9	13	0	7	-12	0	2
51	Cc1cc(C)cc(C(=O)NC(CC(N)=O)c2ccc(N3CCN(c4ccccn4)CC3)c([N+](=O)[O-])c2)c1 (stereo not drawn)	·	0	·	2	2	6	3	·
52	COc1ccc(NC(=O)CSCC(=O)Nc2nnc(CC(C)C)s2)cc1	-7	-9	1	-2	1	-5	4	23
53	COc1ccccc1CNC(=O)C1CCCN(S(=O)(=O)c2ccc3c(c2)C(C)(C)C(=O)N3C)C1 (stereo not drawn)	-2	3	-2	-2	-2	4	-3	-6
54	COCCOC(=O)C1=C(C)N=C2SCCC(=O)N2C1/C=C/c1ccccc1 (stereo not drawn)	4	·	10	·	-1	17	-7	-5
55	CN(C)C(=O)C[C@H]1C[C@H]2c3cc(NC(=O)NC4CCCCC4)ccc3O[C@H]2[C@H](CO)O1	0	-10	4	-4	1	11	-2	-3
56	COc1ccccc1C(=O)NCCC(=O)N1CCN(c2cccc(C(F)(F)F)c2)CC1	·	0	-1	1	8	-2	1	-3
57	C[C@@H]1CN([C@@H](C)CO)C(=O)c2cc(NS(=O)(=O)c3ccccc3)ccc2O[C@@H]1CN(C)S(=O)(=O)c1ccc(Cl)cc1	2	-1	-1	·	·	35	·	-15
58	C[C@@H]1CN([C@H](C)CO)C(=O)Cc2cc(NS(=O)(=O)c3ccc(Cl)cc3)ccc2O[C@H]1CN(C)Cc1ccc(Cl)c(Cl)c1	-5	-2	12	1	-3	91*	-3	-2

Gathered by group: the compounds so far containing four or more nitrogen atoms
item	structure	PGC1a acetyl inh	PAX8 reporter	LGR2 antag	ARNT-TACC3 inh	Cneo AK release	C2C12 statin	PglD inh	GSIS activator
5	CCNc1nc(NCC)n2c(SCC(=O)N(CC)C3CCCCC3)nnc2n1	·	1	-16	-1	·	·	·	74*
8	Cc1cccc(OCCSc2nc3c([nH]2)c(=N)ncn3Cc2ccccc2)c1	-8	·	·	-1	0	57	-1	·
9	COCCCNC(=O)CCC(=O)Nc1ccc2nc(N3CCOCC3)cc(C)c2c1	3	·	·	-1	2	-4	5	·
14	Cc1noc(C)c1NC(=O)N[C@@H]1CC[C@H](CCNC(=O)C2CCC2)O[C@@H]1CO	6	-10	8	7	0	4	3	13
22	Cc1noc(C)c1NC(=O)Nc1ccc2c(c1)C(=O)N([C@H](C)CO)C[C@@H](C)[C@@H](CN(C)S(=O)(=O)c1cn(C)cn1)OCCCC[C@H](C)O2	6	13&2	-4&-6	-1	0&52	-8	-2&-1	-1&4
28	CN1CCN(c2ccc(NC(=O)c3ccc(Cl)cc3)cn2)CC1	6	-1	-32	-5	·	·	·	10
38	CNC[C@H]1OCCCC[C@@H](C)Oc2ccc(NC(=O)NC3CCCCC3)cc2C(=O)N([C@H](C)CO)C[C@H]1C	5	-7	2	1	0	8	3	-6
39	CC(C)(C)[S@@](=O)N1Cc2cc(C(=O)NCCc3ccncc3)nc(-c3cccc(-c4ccncc4)c3)c2[C@H]1CCO	7	4	-4	10	-8	-9	-2	-10
42	CCCN1C[C@H](C)[C@H](OC)CN(C)C(=O)c2cc(NC(=O)NC3CCCCC3)ccc2OC[C@H]1C	·	-3	-43	3	-1	-7	1	9
50	Cc1ccc(-n2nnnc2SCC(=O)NC2CCS(=O)(=O)C2)c(C)c1 (stereo not drawn)	8	-9	13	0	7	-12	0	2
51	Cc1cc(C)cc(C(=O)NC(CC(N)=O)c2ccc(N3CCN(c4ccccn4)CC3)c([N+](=O)[O-])c2)c1 (stereo not drawn)	·	0	·	2	2	6	3	·
52	COc1ccc(NC(=O)CSCC(=O)Nc2nnc(CC(C)C)s2)cc1	-7	-9	1	-2	1	-5	4	23

Screening data from PubChem.
